High-throughput results from PubChem.
PMI activator: activators of human PMI, primary screen, biochemical, fluorescence intensity, near-Km mannose 6-phosphate | Mannose-6-phosphate isomerase (Homo sapiens), P34949 | purified human PMI, coupled resazurin fluorescence, 20 min; active compounds read high; 1 = vehicle control, 0 substrate-free wells | activation factor at 20 µM | 0.005% of 190,000 active | AID 1214, 2008;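 active means activation factor of 2 or more at 20 µM, relative to plate controls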
Target sequence (P34949 whole entry, looked up): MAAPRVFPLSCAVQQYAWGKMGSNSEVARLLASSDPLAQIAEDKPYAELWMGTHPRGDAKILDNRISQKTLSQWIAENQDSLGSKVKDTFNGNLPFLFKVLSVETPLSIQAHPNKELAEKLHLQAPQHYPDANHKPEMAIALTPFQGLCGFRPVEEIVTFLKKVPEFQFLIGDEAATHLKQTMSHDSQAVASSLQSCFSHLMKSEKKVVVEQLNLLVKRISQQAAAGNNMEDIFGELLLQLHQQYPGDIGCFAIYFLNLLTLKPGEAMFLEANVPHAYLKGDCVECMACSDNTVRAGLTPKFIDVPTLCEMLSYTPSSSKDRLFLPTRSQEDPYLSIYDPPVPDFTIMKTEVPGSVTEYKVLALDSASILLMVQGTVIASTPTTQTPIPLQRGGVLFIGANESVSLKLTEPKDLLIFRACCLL
Diaph act CS: compounds boosting diaphorase resazurin reduction – biochemical, uHTS, resorufin fluorescence, counter-screen for diaphorase-coupled primary assays, primary screen; 0.005% of 190,000 active; Diaphorase/resazurin coupled assay, 16 min; active compounds read high; 1 = vehicle wells, 0 = NADH-free wells; activation factor at 20 µM;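 active means diaphorase activity raised at least twofold by the compound at 20 µM; inactive means activation factor below 2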
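Material: purified diaphorase enzyme from Clostridium kluyveri; Also added: 0.114 mM NADH and 0.1 mM resazurin, final amounts; Doses: single compound dose of 20 µM, 1% DMSO final; Times: 16 min enzyme reaction, ambient temperature; Detection: resorufin fluorescence, excitation 544 nm, emission 590 nm; Measure: increased resorufin signal from activators or reducing compounds.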
ROMK primary: ROMK potassium channel modulators, primary screen, cell-based, thallium flux, MLSMR library | ATP-sensitive inward rectifier potassium channel 1 (Homo sapiens), P48048 | Tet-inducible ROMK, thallium flux fluorescence; actives lie on both sides | B-score at 10 µM | 2% of 130,000 active | AID 1918, 2009;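 active means signal ratio slope over the read window, or its plate-corrected B-score, at least 3 SD from the plate mean, either direction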;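 further: B-score of the F/F0 ratio slope over 7 to 12 s after thallium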
S1P3 antag: S1P3 receptor antagonists, primary screen, cell-based. Sphingosine 1-phosphate receptor 3 (Homo sapiens), Q99500. CHO S1P3 NFAT-BLA reporter, FRET fluorescence, antagonist mode. inhibition, % at 4.98 µM. 0.27% of 170,000 active. AID 485, 2006;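 active means inhibition above the plate cutoff, the mean inhibition of test wells on that plate plus 3 SD, cut at about 28% in these data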;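 further: cells challenged with S1P at its EC80 of 0.8 µM; blue over green emission ratio from cleaved BLA substrate after 4 h stimulation; 0% = S1P-stimulated wells and 100% = unstimulated DMSO-only wells; some compounds past the cut are filed as inactive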
G6PDH counter: L. mesenteroides G6PDH inhibitors, counter-screen for G6PDH-coupled screening assays, biochemical, Leuconostoc mesenteroides enzyme; glucose-6-phosphate dehydrogenase [Leuconostoc mesenteroides]; Purified L. mesenteroides G6PDH, diaphorase/resazurin coupled fluorescence, 45 min; inhibition, % at 5 µM; 0.12% of 200,000 active; in the data active means inhibition above about 50%
PPARg SRC-2 ag: agonists of PPARg-SRC-2 recruitment, primary screen, biochemical, HTS. Peroxisome proliferator-activated receptor gamma (Homo sapiens), P37231. PPARgamma LBD-SRC-2 recruitment. activation, % at 8 µM. 0.34% of 200,000 active. AID 1032, 2008; in the data active means activation above about 22%;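 further: 0% = vehicle and 100% = reference agonist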
Target sequence (P37231 whole entry, looked up, the tested form may be a part): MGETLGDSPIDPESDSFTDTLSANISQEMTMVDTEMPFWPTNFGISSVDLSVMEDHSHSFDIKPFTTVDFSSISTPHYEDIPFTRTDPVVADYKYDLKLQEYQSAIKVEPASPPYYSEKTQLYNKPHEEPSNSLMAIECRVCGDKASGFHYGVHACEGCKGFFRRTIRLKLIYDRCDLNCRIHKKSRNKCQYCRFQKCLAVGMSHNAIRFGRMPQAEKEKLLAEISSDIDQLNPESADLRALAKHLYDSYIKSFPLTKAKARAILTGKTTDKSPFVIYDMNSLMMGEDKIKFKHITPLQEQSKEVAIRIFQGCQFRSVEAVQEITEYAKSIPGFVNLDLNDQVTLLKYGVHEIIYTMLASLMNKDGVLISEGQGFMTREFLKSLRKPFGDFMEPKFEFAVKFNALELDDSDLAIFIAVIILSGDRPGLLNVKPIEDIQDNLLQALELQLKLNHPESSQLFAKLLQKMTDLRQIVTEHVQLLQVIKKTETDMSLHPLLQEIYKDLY
PPARg SRC1 recr: PPARgamma agonists recruiting SRC-1 coactivator, primary screen, biochemical; PPARgamma-SRC-1 coactivator recruitment biochemical assay; activation, % at 8 µM; 0.41% of 200,000 active; in the data active means activation above about 19%;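 further: 0% = DMSO and 100% = reference agonist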
TR-FRET SRC-2 ct: TR-FRET signal artefacts, primary screen, artefact control for PPARgamma SRC-2 agonist project, biochemical | TR-FRET artefact counter-screen; active compounds read high | TR-FRET ratio at 8 µM | 0.4% of 200,000 active | AID 1049, 2008; in the data active means TR-FRET ratio above about 2000; further: inactives centre near 1500
PPARg SRC-3 ag: PPARgamma agonists recruiting SRC-3 coactivator, primary screen, biochemical; Peroxisome proliferator-activated receptor gamma (Homo sapiens), P37231; biochemical PPARgamma/SRC-3 coactivator recruitment assay; activation, % at 8 µM; 0.26% of 200,000 active; AID 731, 2007; in the data active means activation above about 23%;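 further: 0% = DMSO and 100% = reference agonist; some compounds past the cut are filed as inactive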
Diaphorase inh: diaphorase inhibitors and chemical oxidizers, primary screen, counter-screen for diaphorase-coupled primary assays, biochemical, uHTS, resorufin fluorescence; diaphorase resazurin-to-resorufin fluorescence, NADH, 16 min; bacterial (C. kluyveri) enzyme, not human; inhibition, % at 20 µM; 0.69% of 190,000 active; AID 1217, 2008;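 active means primary screen inhibition at 20 µM above a set limit, cut at about 50% in these data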;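 further: plate controls were DMSO with full reaction for no effect and wells lacking NADH for full effect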
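Test system: Clostridium kluyveri diaphorase enzyme / Quantity: diaphorase at 0.14 U/mL in enzyme working solution / Incubation: 16-min room-temperature incubation before reading / Benchmarks: NADH-free wells as positive control, DMSO-only neutral wells / Signal: resorufin fluorescence 544/590 nm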
PMI act satM6P: human PMI activators, high substrate, primary screen, biochemical, fluorescence intensity, near-saturating mannose 6-phosphate; Mannose-6-phosphate isomerase (Homo sapiens), P34949; coupled PMI enzyme assay, resazurin fluorescence, 20 min; active compounds read high; 1 = untreated enzyme, 0 = substrate-free blank; activation factor at 20 µM; 0.34% of 190,000 active;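 active means activation factor of 2 or more at 20 µM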
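Test system – human PMI in coupled enzyme assay · Timing – 20 min incubation at room temperature · Detection – Diaphorase-driven resazurin-to-resorufin fluorescence, excitation 544, emission 590 nm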
Numbers without * were called inactive; . = no result given.

canonical_smiles,Diaphorase inh,PPARg SRC-2 ag,PPARg SRC1 recr,G6PDH counter,PMI activator,Diaph act CS,PPARg SRC-3 ag,PMI act satM6P,TR-FRET SRC-2 ct,S1P3 antag,ROMK primary
O=C1C2CC=CCC2C(=O)N1c1ccc(NCCc2ccc(O)cc2)c([N+](=O)[O-])c1 (centres undefined),18,-8,-6,0,0.9,0.8,-4,0.9,1447,25,-1.5
Cc1cc(C)nc(N/N=C/C2=C(N3CCOCC3)C(=C/c3ccccc3)/CC2)n1,7,4,-5,-2,1,0.9,4,0.9,1563,7,0.29
Cc1ccn2cc(C(=O)Nc3ccc4c(c3)OCCO4)nc2c1,20,5,6,-1,1,0.8,-3,0.9,1457,-13,.
CCOc1ccc(Cc2noc3c2C(=O)CC(C)(C)C3)cc1OCC,7,-11,3,8,1,0.9,-3,1,1475,-7,-0.85
CCCn1c(CNc2ccccc2O)nc2ccccc21,32,1,-2,62*,0.5,0.7,-8,0.7,1402,-11,.
O=C(Nc1c2c(nc3ccccc13)CCCC2)c1ccccc1Br,-10,7,4,5,1,1.1,1,1.1,1591,-9,.
Cc1ccsc1C(=O)N1CCC(CO)(Cc2ccccc2)CC1,-2,-2,1,14,1.1,1,2,1.1,1545,3,-1.2
c1ccc(-c2ccnc3nc(N4CCN(c5ccccc5)CC4)nn23)cc1,24,8,4,10,1,0.8,10,1,1454,.,.
CCN1/C(=C2\C(=O)N(c3ccccc3)N=C2C)C=Cc2cc(C)ccc21,4,3,1,4,0.8,1,8,1,1424,-20,0.19
COc1ccc(CNC(=O)CN2C(=O)NC3(CCCCCC3)C2=O)cc1OC,0,-4,-6,9,1,1,3,1,1506,0,-0.28
CCOc1nc(Nc2ccc(OC)cc2)nc(OCC)n1,12,3,3,1,1,0.9,4,1,1513,.,-0.26
COC(=O)CC(NC(=O)Nc1ccc(C)cc1)c1cccc([N+](=O)[O-])c1 (centres undefined),10,6,7,13,1,0.9,0,1.1,1570,-6,0.78
O=C(/C=C/c1ccc(Cl)cc1)Nc1ccc(Br)cn1,4,4,6,7,1,1,1,1,1507,3,1.3
NC(=O)NC(c1ccccc1)c1ccccc1,9,7,-2,6,0.8,0.9,-7,0.9,1503,.,-0.8
CCN(CC)S(=O)(=O)c1cccc(C(=O)Nc2cc(C)cc(C)c2)c1,19,-5,-2,8,0.9,0.8,-3,1,1372,.,.
Cc1ccccc1C(=O)c1cccn1CC(=O)NCCN1CCN(c2cccc(C)c2C)CC1,15,2,-1,2,0.8,0.8,-11,0.9,1679,.,-0.7
O=C(NCc1ccccc1Cl)c1cnn2cccnc12,9,13,4,17,1,0.9,-1,1,1638,9,.
CCOc1ccccc1CNC(=O)C1CCC(=O)N1C(C)C (centres undefined),7,3,8,3,1,0.9,-4,1,1627,-21,0.37
C[C@@H](C(=O)Nc1ccc2ccccc2c1)[C@@H]1C[C@@]1(C)[C@@H](NC(=O)c1cccnc1)c1ccccc1,14,12,4,19,1,0.9,4,0.9,1502,-12,-0.68
COc1ccc(-c2ccc(SCC(=O)NCc3ccc4c(c3)OCO4)nn2)cc1OC,5,-1,0,-3,1,0.9,1,1,1762,0,0.84
O=C(Nc1ccccc1)N1N=C(c2cccs2)CC1c1cccs1 (centres undefined),23,2,-1,18,0.8,0.8,-2,0.8,1384,11,.
Cc1cc(C(=O)NCc2cccs2)c(C)o1,21,7,0,-18,1,0.8,-1,1.1,1458,-4,.
O=C1CC(c2ccccc2)CC(O)=C1C=Nc1ccccc1Cl (centres undefined),17,2,-3,3,1.2,0.8,-2,1.1,1439,4,0.88
COc1ccc(N2CCN(C(=O)COc3ccc4c(C)cc(=O)oc4c3)CC2)cc1,18,-2,-1,6,1,0.8,-3,0.8,1678,-10,-0.59
Cc1cc(C(=O)C(=O)N(C)C)c(C)n1-c1ccc(Cl)cc1,9,2,-2,13,1,0.9,-2,1,1446,-14,-0.33
O=C(c1ccc(-c2nnc(-c3ccccc3)o2)cc1)N1CCCCCC1,14,9,6,1,1,0.9,7,1,1313,4,-0.057
COCCCn1c(SCC(=O)NC2CCCCC2)nnc1-c1ccncc1,13,1,-2,5,0.9,0.9,-7,1,1405,-24,0.82
COc1ccc(/C(C)=N\NC(=O)CSc2nnc(C)s2)cc1,7,-1,7,19,1,0.9,0,1.1,1471,-17,.
O=C(NCC1CCCO1)C(c1ccc(F)cc1)N(CCCN1CCOCC1)C(=O)c1ccc(-c2ccccc2)[nH]1 (centres undefined),4,2,2,1,0.9,1,-1,1,1422,-16,0.46
O=C(Cc1ccc(-n2c(=O)c3sccc3n(Cc3ccc(F)cc3)c2=O)cc1)NCc1ccco1,9,13,17,2,1,0.9,5,0.9,1526,.,.

Record cards, as listed above. Screens in order: Diaphorase inh	PPARg SRC-2 ag	PPARg SRC1 recr	G6PDH counter	PMI activator	Diaph act CS	PPARg SRC-3 ag	PMI act satM6P	TR-FRET SRC-2 ct	S1P3 antag	ROMK primary
Listed for O=C1CC(c2ccccc2)CC(O)=C1C=Nc1ccccc1Cl (centres undefined) = 17	2	-3	3	1.2	0.8	-2	1.1	1439	4	0.88
Listed for COCCCn1c(SCC(=O)NC2CCCCC2)nnc1-c1ccncc1 = 13	1	-2	5	0.9	0.9	-7	1	1405	-24	0.82

(cont.)
canonical_smiles,Diaphorase inh,PPARg SRC-2 ag,PPARg SRC1 recr,G6PDH counter,PMI activator,Diaph act CS,PPARg SRC-3 ag,PMI act satM6P,TR-FRET SRC-2 ct,S1P3 antag,ROMK primary
COc1ccc(/C=C/C(=O)c2ccc3c(c2)OCO3)c(OC)c1,6,2,5,-1,0.9,0.9,7,0.9,1635,-16,0.4
CCOC(=O)C(C(C)=O)c1nc(C)nc2c1nnn2Cc1ccccc1Cl (centres undefined),-6,-1,7,5,1.1,1.1,6,1,1562,20,.
Cc1cc(C)c(C(N)=O)c(Nc2cccc(Cl)c2C)n1,6,6,-3,-2,0.9,0.9,-17,0.9,1587,55*,-0.3
CN(Cc1c(F)cccc1Cl)C(=O)c1cc2ccccc2o1,-5,-1,-7,5,1,1,-1,1,1504,-5,-0.15
CC1CCN(C(c2ccc(N(C)C)cc2)c2nnnn2Cc2ccccc2)CC1 (centres undefined),0,6,5,1,1,1,-9,0.9,1734,-9,.
CCOC(=O)c1ccc(NC(=O)N2CCOCC2)cc1,0,10,6,0,1,1,3,1,1420,-4,0.2
Cc1ccc(NC(=O)CN2CCCCCC2)cc1[N+](=O)[O-],5,-7,0,8,1.1,1,-1,1,1579,-16,-0.28
COCCCNc1nc2nonc2nc1N1CCN(Cc2cccc(C)c2)CC1,4,2,6,2,1,1,4,1,1565,-3,-0.06
Cc1cc(-c2ccccc2)nc(=O)[nH]1,16,2,-2,4,1.1,0.8,4,1.1,1446,-69,.
Cc1ccc(-c2csc(NC(=O)CSC3=NCCS3)n2)cc1,26,9,-5,-1,0.8,0.7,5,0.9,1508,.,-2.9
O=C(/C=C/Nc1ccccc1)c1cnc(-c2ccccc2)s1,1,-3,6,3,1,1,-4,1.1,1496,.,.
O=c1c(Cl)c(NCCO)cnn1-c1cccc(Cl)c1,5,-1,-3,6,0.9,0.9,-3,0.9,1546,0,-0.014
O=C(NNC(=O)c1ccc(-c2ccccc2)cc1)c1ccccc1,12,6,-5,-4,0.8,0.9,2,1,1569,3,.
CCOC(=S)SCc1cn2ccc(C)cc2n1,5,-3,-2,2,1,1,2,1,1543,0,-1.1
CCOc1ccc(-c2cc(C(=O)Nc3ccc4c(c3)OCCO4)c3ccccc3n2)cc1,16,-7,-3,-2,0.9,0.8,4,0.9,1318,.,.
COc1ccc(NC(=O)c2ccccn2)cc1OC,14,-5,9,5,0.9,0.9,6,0.7,1611,-2,.
COc1ccc(NC(=O)CN(C)S(=O)(=O)c2cccs2)cc1,3,1,5,8,1,1,0,1,1349,-18,.
COCCn1nnnc1CN1CCC(Cc2ccccc2)CC1,19,2,3,3,1.1,0.8,-2,1.1,1648,-13,.
CCCNC(=O)c1cc2c(C(F)(F)F)nn(C)c2s1,-1,-5,-3,9,1,1,6,1,1407,.,.
CCN(CC)S(=O)(=O)c1cccc(C(=O)Oc2cccnc2)c1,21,-5,1,-2,0.8,0.8,11,0.9,1573,.,.
CC(C)CC(=O)NC(=S)Nc1ccc(N2CCOCC2)c(Cl)c1,13,0,-10,2,0.8,0.9,-2,0.9,1316,-5,1.2
CCOC(=O)N1CCC(Nc2c(N3CCN(c4cc(Cl)ccc4C)CC3)c(=O)c2=O)CC1,19,1,5,4,1.1,0.8,-2,1,1489,-34,.
CCCCN(CCCNC(=O)Cn1ncc2ccsc2c1=O)Cc1ccccc1,-7,3,6,4,1.1,1.1,4,1,1591,0,.
O=C(CNCC1CCCO1)N1CCCCCC1 (centres undefined),13,-2,-5,13,0.8,0.9,7,0.9,1347,-11,0.63
CCc1cccc(NC2c3ccccc3C(=O)N2c2cccnc2)c1 (centres undefined),12,-5,1,15,0.8,0.9,6,0.9,1488,-10,.
CCOCCCNC(=O)C(NC(=O)Cc1cccs1)c1ccc(Cl)cc1 (centres undefined),4,-8,-2,-1,1,1,-3,1,1478,2,-0.78
COC(=O)c1ccc2c(=O)n(Cc3ccco3)c(SCC(=O)Nc3cc(C)on3)nc2c1,4,0,2,2,1,1,0,1.1,1582,-25,0.0092
CCCC(=O)Nc1ccc(Nc2ccccc2)cc1,13,15,5,7,1,0.9,4,0.9,1750,101*,0.18
COc1ccccc1N(CC(=O)Nc1ccccc1C)S(C)(=O)=O,1,-3,-4,15,1.1,1,3,1.1,1366,-17,.
